PKA inh: inhibitors of human PKA kinase activity, primary screen, biochemical, ATP-depletion luminescence, Kemptide substrate; PKA Kemptide phosphorylation, Kinase-Glo ATP luminescence; actives 0.1% (n = 65,000); inhibition, % at 6 µM; cAMP-dependent protein kinase catalytic subunit alpha (Homo sapiens), P17612; AID 524, 2006;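 active = inhibition above the screen-wide mean inhibition plus 3 SD, cut at about 21% in these data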; note: many of its hits are not listed in these tables
CatS block: inhibitors of human cathepsin S, biochemical, compound mixtures; actives 0.06% (n = 62,000); recombinant cathepsin S, AMC dipeptide fluorescence, pooled mixtures; AID 501, 2006; inhibition, %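 (tested at 5 µM per compound within 10-compound mixtures)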; in the data active = inhibition above about 32%, passing the limit was not always enough;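 note: 0% = enzyme without compound and 100% = blank without enzyme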
Target sequence (P25774 115-331 limits assumed): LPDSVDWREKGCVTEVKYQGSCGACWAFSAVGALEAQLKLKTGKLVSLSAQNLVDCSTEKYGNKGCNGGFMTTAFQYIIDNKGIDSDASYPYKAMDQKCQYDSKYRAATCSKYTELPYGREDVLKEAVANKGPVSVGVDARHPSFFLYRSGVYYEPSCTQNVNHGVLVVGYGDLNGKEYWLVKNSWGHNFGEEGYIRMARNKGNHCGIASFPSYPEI
JNK3 inh: JNK3 kinase activity inhibitors, primary screen, biochemical, human, purified enzyme; Mitogen-activated protein kinase 10 (Homo sapiens), P53779; HTS; inhibition, % at 8 µM; actives 0.61% (n = 60,000); in the data active = inhibition above about 17%;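 note: 0% = DMSO and 100% = reference inhibitor; many of its hits are not listed in these tables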
Target sequence (P53779 whole entry, looked up): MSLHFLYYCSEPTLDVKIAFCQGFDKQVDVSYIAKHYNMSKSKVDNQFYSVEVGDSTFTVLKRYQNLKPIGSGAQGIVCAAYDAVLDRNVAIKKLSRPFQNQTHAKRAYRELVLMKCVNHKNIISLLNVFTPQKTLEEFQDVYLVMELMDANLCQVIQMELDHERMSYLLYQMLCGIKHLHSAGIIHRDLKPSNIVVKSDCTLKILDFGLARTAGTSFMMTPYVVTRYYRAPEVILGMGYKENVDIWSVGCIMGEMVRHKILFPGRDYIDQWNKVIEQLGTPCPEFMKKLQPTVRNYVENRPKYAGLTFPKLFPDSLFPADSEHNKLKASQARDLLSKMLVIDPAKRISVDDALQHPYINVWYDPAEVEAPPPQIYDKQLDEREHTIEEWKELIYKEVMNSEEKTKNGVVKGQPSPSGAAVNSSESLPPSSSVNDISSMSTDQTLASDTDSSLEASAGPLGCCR
ROCK2 inh: inhibitors of human ROCK2 kinase, primary screen, biochemical, high-throughput, luminescence. Rho-associated protein kinase 2 (Homo sapiens), O75116. purified ROCK2, Kinase-Glo ATP depletion luminescence. actives 0.35% (n = 60,000). inhibition, % at 6 µM;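 active = inhibition above the screen-wide mean inhibition plus 3 SD, cut at about 18% in these data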;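 note: plate controls were DMSO wells for no effect and Y-27632 control wells after no-enzyme background subtraction for full effect; many of its hits are not listed in these tables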
Ec RNAP inh: E. coli RNAP inhibitors, biochemical; actives 0.2% (n = 62,000); DNA-directed RNA polymerase subunit beta (Escherichia coli (strain K12)), P0A8V2; inhibition, %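 (tested at 10 µM)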; E. coli RNA polymerase, fluorescence transcription assay; in the data active = inhibition above about 20%;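 note: 0% = enzyme without compound and 100% = no enzyme blank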
AP complement: alternative complement pathway inhibitors, primary screen, biochemical, ELISA, human serum, orthogonally pooled compounds; LPS-coated ELISA, C3 deposition; tested in compound mixtures; inhibition, % at 5 µM; actives 0.08% (n = 62,000);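 active = inhibition above 30% in each of the two pooled mixtures holding the compound, so the lower value exceeds 30%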;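 note: 0% = serum in Mg-EGTA without compound and 100% = EDTA serum blank; some compounds past the cut are filed as inactive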
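Test system: human serum complement alternative pathway, C3 deposition onto LPS / Medium: Mg2+-EGTA GVB++ buffer containing human serum at 1:15 dilution / Probe or stimulus: Plate-bound LPS / Times: 1 h at 37 °C / Signal: ELISA with HRP anti-human C3 antibody, TMB substrate, absorbance 450 nm / Measure: percent inhibition / Repeats: two pool placements per compound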
CatB inh: human cathepsin B inhibitors, primary screen, biochemical, fluorogenic substrate; AID 453, 2006; purified cathepsin B, fluorescence; inhibition, %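 (tested at 10 µM)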; actives 0.1% (n = 63,000); P07858; in the data active = inhibition above about 21%;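 note: 0% = enzyme with no compound and 100% = no enzyme blank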
CatB mixtures: cathepsin B inhibitors from pooled compounds, primary screen, biochemical, compound mixtures, AMC fluorescence | Purified cathepsin B, AMC dipeptide fluorescence | inhibition, %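 (ten-compound pools at 5 µM per compound and 50 µM total)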 | actives 0.06% (n = 62,000) | AID 488, 2006; in the data active = inhibition above about 22%, passing the limit was not always enough;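 note: 0% = enzyme without compound and 100% = no enzyme blank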
RORa activator: activators of orphan receptor RORA, primary screen, cell-based, luminescence. Nuclear receptor ROR-alpha (Homo sapiens), P35398. CHO-K1 Gal4-RORA LBD luciferase reporter; percent increase over mock-subtracted basal signal. activation, % at 10 µM. actives 1.5% (n = 65,000). AID 560, 2006;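 active = activation above the mean of all tested compounds plus 3 SD, cut at about 49% in these data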;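 note: 0% = DMSO-treated RORA cells and 100% = added signal equal to DMSO minus mock-transfected cells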
* marks the source's active call; other numbers are inactive results; . = not tested or not shown.

SMILES | PKA inh | CatS block | JNK3 inh | ROCK2 inh | Ec RNAP inh | AP complement | CatB inh | CatB mixtures | RORa activator
O=C(Cn1cccc1)NC1CCCCCC1 | 9 | 0 | 1 | 4 | 2 | 8 | 2 | 2 | 6
CCC(C)(C)NC(=O)C(c1cccn1C)N(C(=O)Cn1nnc2ccccc21)c1ccc(OC)cc1 (stereo not given) | 1 | 8 | -7 | 1 | 14 | 8 | 5 | 3 | 6
CC1=C(C(=O)OC(C)C)C(c2cccc(F)c2)n2ncnc2N1 (stereo not given) | 2 | 11 | -5 | 4 | 3 | -17 | 4 | 5 | 12
CCn1nc(NC(=O)c2ccccn2)c2cc3cc(C)ccc3nc21 | 4 | 4 | -4 | 4 | 2 | 0 | -2 | -5 | 11
CCCS(=O)(=O)Nc1c(C(=O)O)[nH]c2ccccc12 | 1 | 6 | 2 | 3 | 9 | 3 | 3 | 2 | 10
O=C(C1CCN(S(=O)(=O)c2cccs2)CC1)N1CCc2ccccc2C1 | 15 | 9 | 4 | 7 | 8 | -13 | 7 | 5 | 2
Cc1cccc(-n2nc3c(c2NC(=O)c2ccco2)CSC3)c1C | 3 | -1 | . | . | 4 | 14 | 3 | 5 | -19
O=C(Cn1nnc(-c2ccc3c(c2)OCO3)n1)N1CCOCC1 | -6 | 13 | -2 | -2 | 1 | 5 | 7 | 2 | 14
CC1=CC(=O)OC1Cc1ccncc1 (stereo not given) | 8 | -3 | 3 | 5 | 9 | 9 | 3 | 1 | 11
C=CCN1C(c2ccc(OCC)cc2)=CS/C1=C(\C#N)c1nnc2n1CCCCC2 | -2 | -3 | 0 | -2 | 3 | 8 | 1 | 3 | 1
CSc1nc2oc3c(c2c2nncn12)CC(C)(C)SC3 | 3 | 20 | 2 | 1 | 16 | -2 | 4 | 6 | -9
O=C(O)CP(=O)(c1ccccc1)c1ccccc1 | 10 | -6 | 4 | 4 | 8 | 11 | 6 | -2 | 11
COc1cc2[nH]c(=O)n(CCC(=O)NCc3cccnc3)c(=O)c2cc1OC | 13 | -5 | . | . | 2 | 8 | 4 | 4 | 6
CCOC(=O)c1c(C)c(-c2ccccc2)n(CC(=O)N2CCN(C)CC2)c1C | 10 | -3 | -7 | 6 | 9 | 8 | 2 | 1 | 12
CCCc1ccc(OCc2nc(-c3ccc(NC(=O)c4ccco4)cc3)no2)cc1 | 1 | 7 | 1 | 0 | 1 | -12 | 8 | 3 | 44
O=c1cc(CSc2nnc(-c3cccs3)n2Cc2ccccc2)nc2sc3ccccc3n12 | 3 | -9 | 4 | 4 | 5 | 4 | 3 | -2 | -26
COc1ccc(C(=O)Nc2ccc(C)cn2)c(OC)c1 | -1 | 8 | . | . | 5 | 6 | -3 | 8 | -78
O=C(Nc1ccc(Br)cc1)C1CCCN1S(=O)(=O)c1cccs1 (stereo not given) | 4 | -10 | . | . | 2 | 5 | 5 | 0 | -15
CCCS(=O)(=O)N1CCN(C(=O)c2ccccc2F)CC1 | 1 | -3 | 6 | 7 | 5 | 8 | 5 | 4 | -12
N#Cc1c(N)n[nH]c1-c1cc2c([nH]1)CCCC2 | 7 | -1 | . | . | 0 | 16 | 2 | 5 | 8
O=C(NC1CCCCCCC1)C1CCN(S(=O)(=O)N2CCCC2)CC1 | -5 | 13 | -2 | -3 | 7 | 5 | 6 | 5 | 5
CC(C)CCn1cnc2c(cnn2-c2ccc(Cl)cc2)c1=O | 1 | 2 | -2 | 2 | 8 | 9 | 4 | 0 | -9
Cc1ccccc1NC(=O)CCC(=O)OCCCC(F)(F)C(F)(F)F | 6 | 13 | -2 | 0 | 11 | -6 | 2 | 0 | 0
COc1ccc(Cl)cc1NC(=O)Cn1c(=O)n2nc(C)nc2c2ccccc21 | 5 | 0 | -2 | 7 | 3 | 25 | -1 | 3 | 24
CC1(C)N=C(/C=N/O)C=[N+]1[O-] | 4 | -5 | 4 | -1 | -4 | -12 | 3 | 2 | -4
SMILES | PKA inh | CatS block | JNK3 inh | ROCK2 inh | Ec RNAP inh | AP complement | CatB inh | CatB mixtures | RORa activator
c1cncc(-c2nnc3n2N=C(c2cccs2)CS3)c1 | 11 | -14 | -1 | 5 | 3 | 26 | 7 | 5 | -8
COc1ccc(NC(=O)Cc2nn(C)c(=O)c3ccccc23)c2ncccc12 | 12 | 3 | 2 | 7 | 8 | 8 | 2 | -2 | -19
COc1cccc(C(C(=O)NC2CCCC2)N(C(=O)c2ccco2)C2CC2)c1OC (stereo not given) | 6 | -3 | -5 | 7 | 5 | -11 | -1 | 3 | 7
CCC(=O)NCCc1cc2ccc(C)cc2[nH]c1=O | 5 | 8 | -3 | 2 | 2 | -1 | 1 | -8 | 17
CC(=O)OC1CC(C)(C)N(OC(=O)c2ccc(N)cc2)C(C)(C)C1 | 12 | -6 | -1 | 5 | 5 | 9 | 1 | -3 | -3
O=S1(=O)CCC(N=Cc2cc(Br)ccc2O)C1 (stereo not given) | 9 | 3 | 11 | 0 | 10 | 5 | -2 | 9 | 4
O=C(NCc1cccnc1)c1cnn2ccccc12 | 3 | 8 | 3 | 7 | -3 | 16 | 3 | 6 | -8
Cn1c(=NC(=O)CSCC(=O)N2CCCC2)sc2ccccc21 | 8 | -2 | . | . | 5 | 6 | 0 | -1 | -9
Cc1nc(SCC(=O)N2CCN(C(=O)c3ccco3)CC2)c2c(C)c(C)sc2n1 | 6 | 20 | 6 | 3 | . | -7 | 11 | 4 | -16
CC1(C)CC(=O)CC(C)(C)N1OC(=O)c1ccccn1 | 8 | -8 | -9 | 3 | 1 | 16 | -1 | 5 | 2
O=C(COc1c(F)c(F)c(C(F)(F)F)c(F)c1F)Nc1ccc(N2CCOCC2)c(Cl)c1 | 2 | -4 | 2 | 5 | -4 | -3 | -2 | -4 | -6
CCc1nnc(NC(=O)C2Cc3ccccc3CN2S(=O)(=O)c2cccs2)s1 (stereo not given) | 4 | 1 | 3 | 4 | 4 | 12 | -5 | 5 | 12
Brc1ccc(-c2nnc3sc(CNCc4ccc5c(c4)OCO5)cn23)cc1 | -4 | 2 | -5 | -2 | 6 | 25 | 3 | 5 | -11
CCOc1ccc(CCNC(=O)C2CCN(c3nn4c(=O)cc(C)nc4s3)CC2)cc1 | 1 | 18 | 4 | 1 | 4 | 17 | 6 | 2 | -19
Cc1nc(CN2CCN(C(=O)c3ccc(Br)cc3)CC2)cs1 | 5 | -3 | 3 | 8 | 12 | 7 | 4 | 2 | -14
C=CCn1c(SCc2ccc(C#N)cc2)nnc1-c1cccc(OC)c1 | 0 | 2 | -4 | -1 | 7 | 20 | 2 | 5 | 2
COc1cc2c(=O)n(Cc3ccccc3)c(=O)n(CC(=O)C(C)(C)C)c2cc1OC | 11 | 7 | . | . | 1 | 6 | 5 | 2 | -10
Cc1cccc(N(Cc2cc3ccccc3[nH]c2=O)C(=O)c2ccco2)c1C | 1 | . | 1 | -2 | . | . | . | . | 5
COc1ccc(OC)c(NC(=O)CSc2nc3c(c(=O)n(C)c(=O)n3C)n2C)c1 | 3 | 0 | -3 | 6 | 6 | 6 | -1 | -2 | 6
CCOC(=O)CSc1nnc(-c2ccc(OC)cc2)n1CC | 9 | -2 | -1 | 7 | 9 | 10 | 1 | -4 | -14
O=C(Nc1ccc(N2CCN(Cc3ccccc3)CC2)cc1)c1cccnc1 | 3 | -4 | 1 | -1 | -1 | 13 | 0 | 5 | 0
COc1ccc(C(=O)c2coc3ccc(O)c(CN(C)C)c23)cc1 | 8 | 2 | 1 | 1 | 9 | 16 | 0 | 4 | -10
Brc1ccccc1CN1CCC(N2CCCCC2)CC1 | -1 | 9 | -5 | -4 | 6 | 3 | . | 4 | 0
Cc1nc2ccc(NC(=O)Cc3cccs3)cc2s1 | 10 | -2 | -1 | 7 | 12 | 1 | 2 | 0 | 53*
O=C1c2ccccc2C(=O)N1Cc1nc(-c2ccccn2)no1 | 8 | -2 | 3 | 9 | 4 | 13 | -1 | -5 | 10

Whole records from above. Screens in order: PKA inh	CatS block	JNK3 inh	ROCK2 inh	Ec RNAP inh	AP complement	CatB inh	CatB mixtures	RORa activator
Cn1c(=NC(=O)CSCC(=O)N2CCCC2)sc2ccccc21 in the list: 8	-2	.	.	5	6	0	-1	-9
CC1(C)CC(=O)CC(C)(C)N1OC(=O)c1ccccn1 in the list: 8	-8	-9	3	1	16	-1	5	2

New compounds follow.
SMILES | PKA inh | CatS block | JNK3 inh | ROCK2 inh | Ec RNAP inh | AP complement | CatB inh | CatB mixtures | RORa activator
O=C(Nc1ccccc1)N1CCC(c2ccccc2)C1 (stereo not given) | 7 | 12 | 3 | 2 | 5 | -1 | 5 | 7 | 44
CC1CCCCC1NC(=O)CCCc1nc2ccccc2c(=O)[nH]1 (stereo not given) | 1 | -10 | 0 | 0 | 4 | 6 | 2 | 2 | 12
N#CC12CCCCC1CC1CCCCC1(C#N)N2Cc1ccccn1 (stereo not given) | 8 | . | 2 | 10 | -9 | . | 2 | . | -6
COn1c(C)c(C(C)=O)c2c3nonc3ccc21 | 7 | 34 | -1 | 5 | 13 | 14 | 5 | 42 | -12
Cn1c(=O)c2cc(S(=O)(=O)NCCC(=O)NCc3ccccc3Cl)ccc2n(C)c1=O | 2 | 9 | 2 | 10 | 6 | 4 | -2 | 8 | -9
CC(C)(C)c1ccc(S(=O)(=O)N2CCCC2C(=O)NC2=NCCS2)cc1 (stereo not given) | 15 | 1 | 6 | 4 | 5 | 18 | 5 | 3 | -15
COc1ccc(NCc2nnc(SCC#N)n2-c2ccccc2OC)cc1 | 2 | 5 | 6 | 4 | 8 | 15 | -1 | 0 | 35
CCCCN(c1ccccc1)S(=O)(=O)c1ccc2c(c1)CCN2C(=O)CCC(=O)O | -3 | 0 | -6 | 1 | 6 | 8 | 3 | 2 | -11
Cc1cc(C)n(C(=O)C(C)N2C(=O)c3ccccc3C2=O)n1 (stereo not given) | -1 | -2 | 2 | -2 | -1 | 8 | -2 | -3 | -4
COc1ccc(/C(O)=C2\C(=O)C(=O)N(c3cc(C)on3)C2c2ccccc2OC)cc1 (stereo not given) | 3 | 10 | 5 | 8 | 10 | 1 | 4 | 1 | 0
COCCn1nnnc1C(C(C)C)N(Cc1ccccc1)Cc1cc2cc(OC)ccc2[nH]c1=O (stereo not given) | 9 | 0 | 1 | 2 | 6 | -3 | 9 | 2 | -9
O=C(Nc1ccccc1C(=O)OCc1nnc(-c2ccccc2)o1)c1ccco1 | 12 | -2 | -8 | 6 | 5 | 3 | 6 | 0 | 19
O=C(NCc1ccc(F)cc1)c1cnc2n(c1=O)CCS2 | -5 | 9 | -4 | -1 | 11 | 16 | 1 | 3 | -24
CCn1c(COc2ccccc2C)nnc1SCC(=O)O | 11 | 17 | 1 | 2 | 9 | 7 | -1 | 5 | -4
NC(=O)C1(c2ccccc2)CCOCC1 | 4 | -3 | 9 | 2 | 5 | 5 | 4 | 4 | -4
C=CCn1c(N2C(=O)CC(Cc3ccccc3)C2=O)nc2ccccc21 (stereo not given) | 6 | 7 | -5 | 8 | 9 | 9 | 5 | 5 | 1
c1ccc(-c2nc(N3CCCCCC3)c3ccccc3n2)nc1 | 2 | 5 | 6 | 7 | . | 19 | 0 | 8 | -79
CCOc1ccc(-n2cnnn2)cc1S(=O)(=O)Nc1c(C)cccc1C | -5 | -2 | -8 | 0 | 3 | 5 | -2 | 2 | -11

Not all compounds are listed; rates above refer to the full screens.
